High-throughput results (PubChem)
Siah-1 displacement = blockers of Siah-1 interaction with plectin peptide – biochemical, fluorescence polarization, rhodamine-plectin, uHTS, primary screen (AID 1817); Siah-1 / rhodamine-plectin peptide fluorescence polarization; higher % means a stronger effect; one-dose displacement, % at 20 µM; IC50 in µM for titrated hits; 290,000 compounds, 0.02% hits;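 active means displacement of at least 50% at 20 µM, with a fluorescence ratio check between 0.3 and a set limit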;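 further: plate controls were Siah plus tracer with DMSO for no effect and tracer alone without Siah for full effect; strong numbers were not always called active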
HIV fusion peptide = cell-free HIV fusion peptide-binding blockers – biochemical, uHTS, fluorescence dequenching, primary screen (AID 1986) | 290,000 compounds, 0.3% hits | inhibition, % at 20 µM, or IC50 in µM where a hit was titrated | cell-free peptide binding, fluorescence dequenching, 30 min; higher % means a stronger effect; in the data active means inhibition mostly above about 52%, no sharp cut-off; inactive means mostly below about 76%; further: some results filed as inactive read as strong as hits
HEK293 NOD2/NF-kB = NOD2 signaling inhibitors, cell-based, luminescence, uHTS, HEK293 (AID 1566); 290,000 compounds, 0.63% hits; inhibition, % at 4 µM; hits with a dose series show EC50 in µM; HEK293 NOD2/NF-kB luciferase reporter, luminescence; higher % means a stronger effect; further: many of its hits are not listed in these tables
LYP phosphatase = PTPN22 lymphoid phosphatase activity blockers – biochemical, fluorescence intensity, uHTS (AID 1779). 290,000 compounds, 0.054% hits. recombinant LYP phosphatase, fluorescence intensity; higher % means a stronger effect. inhibition, % at 11.5 µM, or IC50 in µM where a hit was titrated;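 further: plate controls were vehicle with enzyme for no effect and no enzyme for full effect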
NOD1 inhibition = inhibition of NOD1-driven NF-kB reporter – cell-based, luminescence, uHTS, primary screen (AID 1578); NOD1-driven NF-kB luciferase reporter cells, luminescence; higher % means a stronger effect; one-dose inhibition, % at 4 µM; EC50 in µM for titrated hits; 290,000 compounds, 1% hits; in the data active means inhibition mostly above about 36%, no sharp cut-off; inactive means mostly below about 34%;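 further: HEK-293T reporter cells stimulated with the NOD1 agonist gamma-tri-DAP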
Myeloid diff 2 = compounds promoting myeloid differentiation; ER-HoxA9 myeloid progenitors, lysozyme-GFP differentiation, flow cytometry; calls only at 10 µM; 360,000 compounds, 1% hits;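 active means normalized GFP-positive differentiation at or above the plate's own cutoff, the solvent-only control mean plus 3 SD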;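 further: cells exposed to compound for four days before flow analysis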
KOR beta-arrestin-1 = kappa opioid receptor activators – cell-based, luminescence, uHTS, primary screen (AID 1777); 280,000 compounds, 0.02% hits; one-dose activation, % at 10 µM; EC50 in µM for titrated hits; KOR beta-arrestin recruitment, luminescence; higher % means a stronger effect; in the data active means activation above about 50%, passing the limit was not always enough; further: a part of the inactive calls stands beside numbers as strong as those of hits
Salmonella PhoP GFP = PhoP-dependent GFP reporter repression – Salmonella Typhimurium, primary screen (AID 1863). S. Typhimurium PhoP-regulated promoter GFP reporter, 4 h; higher % means a stronger effect. inhibition, % at 50 µM, or IC50 in µM where a hit was titrated. 300,000 compounds, 0.16% hits;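 active means inhibition over 29.93%, a cutoff 3 SD above the screen mean, later confirmed by dose response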;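 further: 0% = low Mg2+ inducing control and 100% = high Mg2+ repressing control; strong numbers were not always called active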
KOR beta-arrestin-2 = kappa opioid receptor blockers – cell-based, luminescence, uHTS (AID 1778) | KOR beta-arrestin recruitment, luminescence, antagonist mode; higher % means a stronger effect | one-dose inhibition, % at 10 µM; IC50 in µM for titrated hits | 290,000 compounds, 0.091% hits; further: strong numbers were not always called active
Myeloid diff 2 GFP+ MAC1+ % = also measured in Myeloid diff 2; calls as there; GFP+ MAC1+ double positive, %; measured here: differentiation confirmed by MAC1 staining
* hit, by the source's call; i = inactive; x = no result given; + = active, no number; [ ] = remark or other dose. Unless noted, no stated cut-off is given here; in the data, active means inhibition above about 50%; inactive means the rest.

SMILES	Siah-1 displacement	HIV fusion peptide	HEK293 NOD2/NF-kB	LYP phosphatase	NOD1 inhibition	Myeloid diff 2	Myeloid diff 2 GFP+ MAC1+ %	KOR beta-arrestin-1	Salmonella PhoP GFP	KOR beta-arrestin-2
COc1cccc(CC(NC(C)=O)C(=O)NC2CCN(c3ncccc3[N+](=O)[O-])CC2)c1 (stereo not given)	4%	0.9%	9%	-3%	-36%	x	x	0.1%	-8%	10%
COc1ccc(/C(N)=N/OC(=O)CCc2ccccc2)cc1	2%	-0.5%	-42%	2%	-15%	i	0.1	x	3%	16%[20 µM]
CC(C)(C)c1cc(Br)c(O)c(N=Nc2ccc(S(=O)(=O)N3CCOCC3)cc2)c1	14%	-2.6%	4%	9%	-30%	i	0.6	-7.3%	11%	17%
COc1cccc(N(C(=O)Cn2nnc(-c3ccc(C)o3)n2)C(C(=O)NC2CCCC2)c2ccncc2)c1 (stereo not given)	-1%	-0.3%	14%	-1%	-23%	i	0.5	3.4%	-3%	6%
COc1ccc(C)cc1-n1nnnc1SCC(=O)Nc1cc(C)on1	-6%	0.2%	6%	-9%	-35%	i	4.1	-2.9%	-14%	7%
O=C(Nc1cccnc1)C1CCCN(c2ncnc3c2nc2n3CCCCC2)C1 (stereo not given)	-4%	0.0%	29%	-14%	12%	i	0.0	-4.5%	3%	-5%
CC(C)c1ccc(/C=N/NC(=O)c2cccc(Cl)c2)cc1	1%	-0.1%	-110%	9%	-58%	x	x	-0.6%	-16%	-12%
Cc1cccn2c(=O)c3cc(C(=O)NCc4ccco4)c(=N)n(C4CCCC4)c3nc12	3%	17%	-10%	-12%	-12%	i	6.0	-3.4%	-4%	28%
CCN(CC)S(=O)(=O)c1ccc(OC)c(NC(=O)c2cn(CC)c3nc(C)ccc3c2=O)c1	5%	-1.4%	19%	-6%	-13%	i	0.7	-3.1%	8%	-2%[20 µM]
Cc1cccc(C)c1OCC(=O)Nc1ccc(NC(=O)c2ccco2)cc1	2%	2.3%	1%	-2%	-32%	i	0.3	5.5%	3%	-2%
CN(C)S(=O)(=O)c1ccc(N2CCCC2)c(C(=O)N2CCN(c3ccc([N+](=O)[O-])cc3)CC2)c1	0%	0.4%	6%	2%	-25%	i	0.9	-2.5%	-11%	26%
CCOc1c2ccc(C(=O)NCc3ccc(OC(F)(F)F)cc3)cc2nn1CC	0%	-2.2%	21%	-9%	22%	i	2.3	1.7%	-5%	9%
Cc1ccc(NC(=O)Cn2c(=O)n(Cc3ccco3)c(=N)c3c4c(sc32)COC(C)(C)C4)cc1	2%	3.8%	17%	9%	-6%	i	0.1	-3.0%	-1%	-10%
COc1ccc(CCNC(=O)c2coc3ccccc3c2=O)cc1OC	-3%	3.1%	3%	-3%	-5%	i	0.5	0.8%	6%	-4%
C=CCN1C(=O)/C(=C/c2ccc(O)c(OC)c2)S/C1=N/c1nccs1	4%	15%	-6%	6%	-11%	i	0.4	-0.3%	-14%	1%
CCOC(=O)Cn1nc(C)c(NC(=O)c2ccc([N+](=O)[O-])c(C)c2)c1C	-2%	-0.5%	10%	-6%	-26%	i	0.7	1.4%	0%	-17%
COc1ccc(C(=O)NCc2nnc(SCC(=O)N3CCCCCC3)o2)cc1OC	4%	-0.8%	5%	-11%	-22%	i	0.5	-6.5%	-2%	40%
COc1cccc(C(=O)N(Cc2ccc3c(c2)OCO3)Cc2nc3ccccc3c(=O)[nH]2)c1	0%	-2.2%	-18%	-9%	-21%	i	0.4	1.0%	-1%	13%
Cc1sc(NC(=S)NC(=O)c2ccc(C(C)(C)C)cc2)c(C#N)c1C	1%	6.5%	26%	-1%	43%	i	1.7	1.1%	5%	-5%
CC(=O)c1c(N)[nH]c(-c2ccccc2)nc1=S	3%	3.0%	0%	3%	-18%	i	1.1	1.2%	-9%	-2%
CC(=O)Nc1ccc(S(=O)(=O)NNC(=O)COc2ccc(Cl)cc2Cl)cc1	0%	-2.0%	-1%	-6%	5%	i	0.5	3.8%	x	19%
COc1cccc(C2=NOC(C(=O)Nc3cccnc3Cl)C2)c1OC (stereo not given)	1%	1.7%	4%	0%	-22%	i	1.6	-1.1%	4%	13%
O=C(c1ccccc1Br)N1CCN(c2ccccc2)CC1	-1%	-1.1%	4%	-3%	-10%	i	6.9	-3.0%	-2%	-6%
O=C(Cn1cnc2ccccc2c1=O)N/N=C/c1ccc(Br)cc1	16%	0.3%	3%	-4%	-3%	i	0.7	5.0%	1%	6%
C#CC[N+](CC)(CC)CC#Cc1ccccc1	-2%	-1.0%	9%	-4%	-2%	+	1.9*	0.6%	0%	-9%
COc1cccc(Nc2nc(-c3ccccc3O)nc3ccccc23)c1	3%	5.4%	6%	-5%	-5%	i	0.7	-2.6%	x	-17%
O=C(O)CN1C(=O)/C(=C/c2ccsc2)SC1=S	3%	3.6%	-3%	3%	-33%	i	0.1	-5.1%	-6%	-19%
COc1ccc(NC(=O)c2cc(CN3C(=O)c4ccccc4C3=O)ccc2OC)cn1	6%	11%	-20%	2%	-16%	i	1.0	-6.7%	-20%	-28%
O=c1[nH]c2ccc(NC(=S)NCCc3ccccc3)cc2[nH]1	-7%	-0.5%	13%	-4%	-4%	i	0.2	5.9%	-6%	-3%
NS(=O)(=O)c1cc(C(=O)OCC(=O)Nc2ccc(N3CCCCC3)cc2)ccc1Cl	-4%	-0.2%	18%	-15%	10%	i	0.0	-1.6%	4%	20%
O=C(CN1CCCCC1)Nc1ccc(NC(=O)c2ccccc2Cl)cc1Cl	4%	-1.3%	6%	-2%	-32%	i	1.0	1.7%	5%	15%
CC1=C(C(=O)OC2CCCC2)C(c2coc3ccccc3c2=O)C2=C(CC(C)(C)CC2=O)N1 (stereo not given)	-5%	-3.1%	10%	-9%	11%	i	0.4	3.2%	-8%	-16%
C/C(CC(=O)Nc1ccccc1-c1ccccc1)=N\NC(=O)COc1ccc(C)cc1Br	14%	-0.3%	-15%	-26%	-39%	i	1.0	1.0%	-4%	-16%
Cc1ccc(OCCC(=O)OCC(=O)N2c3ccccc3CC2C)cc1 (stereo not given)	4%	1.2%	14%	-2%	-5%	i	0.3	-6.0%	3%	9%
O=C(NCCC1=CCCCC1)C(c1ccccc1)c1ccccc1	4%	-1.2%	-8%	-2%	-32%	i	0.7	-1.8%	4%	25%
COc1cc2[nH]c3ccccc3c2cc1C	-10%	-0.7%	-47%	-9%	4%	i	3.9	1.4%	3%	34%
Cc1ccccc1Cn1cnc2ccccc21	6%	1.1%	13%	-9%	-6%	i	0.2	-7.5%	4%	0%[20 µM]
CCOc1ccc(C(C(=O)NC2CCCCC2)N(C(=O)Cc2cccs2)c2ccc(-n3cnnn3)c(OC)c2)cc1 (stereo not given)	12%	3.3%	16%	1%	-15%	i	0.4	-0.7%	-5%	-12%
CC(=O)c1cccc(NC(=O)CN(C2CCCCC2)S(C)(=O)=O)c1	-2%	-0.5%	10%	-5%	-16%	i	0.8	-0.4%	1%	-49%
O=S(=O)(c1cccc2nsnc12)N1CCN(c2ccccc2F)CC1	14%	0.4%	12%	-2%	-14%	i	0.4	2.1%	1%	-1%[20 µM]
CCc1ccc([C@@H]2C[C@H]3CN(Cc4ccccc4OC)C(=O)[C@]34CCCN24)cc1	-2%	1.0%	3%	-2%	-27%	i	0.2	-2.5%	-1%	-6%
CCCS(=O)(=O)NCCc1cc2cc(C)c(C)cc2[nH]c1=O	10%	2.3%	-5%	-2%	-20%	i	3.0	-5.6%	-1%	-11%
Fc1cccc(-c2nn[nH]n2)c1	7%	-3.5%	6%	-4%	-10%	i	1.0	2.0%	-2%	11%
Cc1cccc(Nc2nc(N)nc(CSC(=S)N3CCOCC3)n2)c1	2%	-0.7%	-21%	-3%	-23%	i	0.6	-1.5%	0%	24%
CN(Cc1ccccc1)C(=O)COc1ccc(N(C)S(=O)(=O)c2ccc(F)cc2)cc1	2%	-1.4%	-6%	-2%	-15%	i	0.2	4.6%	-13%	18%
O=C(O)c1ccc(-c2ccc(/C=C3\NC(=O)N(Cc4ccc(Cl)cc4)C3=O)o2)cc1	24%	74%	28%	-2%	9%	i	0.7	2.2%	-4%	3%
COc1cccc(OC)c1NC(=O)C1CCCN1C(=O)Nc1ccccc1Cl (stereo not given)	3%	0.4%	-14%	-2%	-4%	i	0.7	-5.4%	x	-39%
CC(NC(=O)c1cc(-c2cccnc2)nc2ccc(Br)cc12)C1CCCO1 (stereo not given)	-2%	1.1%	-1%	-4%	-8%	i	1.9	2.0%	-1%	-7%

Six of the compounds above, with values under each structure:
Each structure is followed by: Siah-1 displacement | HIV fusion peptide | HEK293 NOD2/NF-kB | LYP phosphatase | NOD1 inhibition | Myeloid diff 2 | Myeloid diff 2 GFP+ MAC1+ % | KOR beta-arrestin-1 | Salmonella PhoP GFP | KOR beta-arrestin-2
- COc1cccc(OC)c1NC(=O)C1CCCN1C(=O)Nc1ccccc1Cl (stereo not given)
  3% | 0.4% | -14% | -2% | -4% | i | 0.7 | -5.4% | x | -39%
- CC(NC(=O)c1cc(-c2cccnc2)nc2ccc(Br)cc12)C1CCCO1 (stereo not given)
  -2% | 1.1% | -1% | -4% | -8% | i | 1.9 | 2.0% | -1% | -7%
- CCOC(=O)Cn1nc(C)c(NC(=O)c2ccc([N+](=O)[O-])c(C)c2)c1C
  -2% | -0.5% | 10% | -6% | -26% | i | 0.7 | 1.4% | 0% | -17%
- COc1cc2[nH]c3ccccc3c2cc1C
  -10% | -0.7% | -47% | -9% | 4% | i | 3.9 | 1.4% | 3% | 34%
- CCOc1ccc(C(C(=O)NC2CCCCC2)N(C(=O)Cc2cccs2)c2ccc(-n3cnnn3)c(OC)c2)cc1 (stereo not given)
  12% | 3.3% | 16% | 1% | -15% | i | 0.4 | -0.7% | -5% | -12%
- COc1cccc(Nc2nc(-c3ccccc3O)nc3ccccc23)c1
  3% | 5.4% | 6% | -5% | -5% | i | 0.7 | -2.6% | x | -17%

More compounds follow:
SMILES	Siah-1 displacement	HIV fusion peptide	HEK293 NOD2/NF-kB	LYP phosphatase	NOD1 inhibition	Myeloid diff 2	Myeloid diff 2 GFP+ MAC1+ %	KOR beta-arrestin-1	Salmonella PhoP GFP	KOR beta-arrestin-2
S=c1[nH]nc(Cc2ccccc2)n1-c1ccc(Cl)cc1	14%	-1.3%	13%	-7%	-7%	i	0.8	-1.4%	-4%	-64%[20 µM]
O=C(O)CC(C(=O)OC1CCCCC1)N1CCOCC1 (stereo not given)	6%	-1.2%	6%	-5%	-4%	i	1.2	-0.3%	10%	26%
COc1cccc(C2C3=C(CC(C)(C)CC3=O)OC(N)=C2[N+](=O)[O-])c1 (stereo not given)	0%	-2.4%	5%	-4%	8%	i	1.7	4.4%	-6%	-40%
O=C(NCC1CCCO1)C1c2ccccc2C(=O)N1Cc1ccc2c(c1)OCO2 (stereo not given)	8%	0.2%	0%	-6%	-4%	i	2.8	0.6%	-5%	23%

These rows are one share of the data; rates above refer to the full screens.
